tim23-1 inh: tim23-1 yeast growth inhibition. S. cerevisiae tim23-1 growth, BacTiter-Glo luminescence, 24 h. inhibition, % at 20 µM. actives 1.3% (n = 330,000). AID 463212;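 active means growth inhibition of the mutant yeast at or above 50%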;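 further: temperature-sensitive mutant grown at 25 °C; plate controls were DMSO-treated mutant yeast for no effect and medium wells lacking yeast for full effect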
CXCR6 inh: inhibitors of human CXCR6 receptor; O00574; CHO-K1 PathHunter CXCR6 beta-arrestin, luminescence; inhibition, % at 20 µM; actives 0.36% (n = 360,000); AID 602244; in the data active means inhibition above about 34%, passing the limit was not always enough;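 further: antagonist mode with CXCL16 agonist at 10 nM final; 0% = 10 nM CXCL16 with DMSO and 100% = unstimulated wells without agonist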
Target sequence (O00574 whole entry, looked up): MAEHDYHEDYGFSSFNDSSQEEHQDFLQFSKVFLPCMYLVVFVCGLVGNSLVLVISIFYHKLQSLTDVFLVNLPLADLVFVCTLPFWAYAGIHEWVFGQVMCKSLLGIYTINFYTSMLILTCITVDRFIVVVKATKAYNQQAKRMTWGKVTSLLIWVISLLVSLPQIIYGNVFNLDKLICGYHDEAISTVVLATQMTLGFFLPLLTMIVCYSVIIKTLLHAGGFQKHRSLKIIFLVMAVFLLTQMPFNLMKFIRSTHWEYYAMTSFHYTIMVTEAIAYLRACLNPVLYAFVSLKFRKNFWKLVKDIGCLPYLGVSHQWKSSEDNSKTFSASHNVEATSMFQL
APJ antag: blocks the human apelin receptor APJ. inhibition, % at 20 µM. CHO-K1 APJ beta-arrestin complementation, luminescence. AID 2521. actives 0.32% (n = 330,000);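 active means inhibition above about 40% at 20 µM, limit read from the data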;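 further: cells challenged with 10 nM apelin-13 agonist together with compound; plate controls were apelin-13 plus DMSO wells for no effect and DMSO wells lacking apelin-13 for full effect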
CHOP UPR activ: apoptotic UPR (CHOP) activation. CHO-CHOP luciferase reporter, luminescence; percent of tunicamycin response over DMSO baseline. activation, % at 10 µM. actives 0.34% (n = 330,000). AID 449763;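 active means at 10 µM dose, activation of 40% or more, normalized to positive control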;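 further: 100% = tunicamycin at 10 µg/mL and 0% = DMSO alone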
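System: CHO CHOP reporter cells. Amount: 500 cells per well. Buffer or medium: F12 medium, 10% FBS. Compound dosing: one dose, 10 µM in 0.5% DMSO. Incubation: 6 h compound exposure at 37 °C after overnight seeding. Technique: Steady-Glo luciferase luminescence. Benchmarks: tunicamycin and DMSO controls.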
CCR6 antagonist: blocks CCL20-driven beta-arrestin recruitment at human CCR6 | P51684 | CHO-K1 CCR6 PathHunter beta-arrestin, luminescence, CCL20-stimulated | inhibition, % at 20 µM | actives 0.49% (n = 340,000);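 active means compounds whose inhibition of the agonist-driven luminescence signal at 20 µM reaches about 50%, limit read from the data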;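 further: cells stimulated with CCL20 at 14 nM final; plate controls were DMSO with CCL20 for no effect and DMSO without agonist for full effect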
Target sequence (P51684 whole entry, looked up): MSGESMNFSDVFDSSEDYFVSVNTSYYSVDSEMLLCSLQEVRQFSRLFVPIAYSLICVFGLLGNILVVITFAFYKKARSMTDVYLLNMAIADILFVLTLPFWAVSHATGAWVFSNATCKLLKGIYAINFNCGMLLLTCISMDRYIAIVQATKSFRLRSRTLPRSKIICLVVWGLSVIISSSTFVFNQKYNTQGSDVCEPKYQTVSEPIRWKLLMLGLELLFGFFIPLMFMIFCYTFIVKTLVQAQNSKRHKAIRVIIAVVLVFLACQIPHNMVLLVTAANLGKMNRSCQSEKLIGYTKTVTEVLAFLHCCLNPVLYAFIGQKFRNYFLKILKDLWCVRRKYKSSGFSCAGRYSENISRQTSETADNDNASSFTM
Mdm2-MdmX inh: human Mdm2/MdmX binding inhibition. O15151+Q00987. SaOS-2 split-luciferase Mdm2/MdmX complementation, luminescence. inhibition, % at 8 µM. actives 3% (n = 330,000). AID 485346;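 active means inhibition of at least 50% at 8 µM in the primary screen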
UPR XBP1 act: activators of adaptive arm of unfolded protein response (XBP1) | CHO-XBP1 luciferase reporter, IRE1-XBP1 UPR activation, luminescence; percent of tunicamycin response, DMSO as zero | activation, % at 20 µM | actives 0.33% (n = 330,000) | AID 463104;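 active means versus positive control, 20 µM dose yields 30% or more activation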;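 further: 100% = tunicamycin at 10 µg/mL and 0% = DMSO only wells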
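Assay system: CHO-XBP1 luciferase reporter cells; Schedule: 6 h treatment, 37 °C; Detection: glow luminescence from Steady-Glo reagent; Benchmarks: high control tunicamycin 10 µg/mL final, low control DMSO vehicle only.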
EBI2 antag: EBI2 (human) antagonism; P32249; EBI2 beta-arrestin recruitment, luminescence, 7a,25-OHC stimulated; inhibition, % at 5 µM; actives 0.81% (n = 360,000); AID 651636; in the data active means inhibition above about 38%;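 further: enzyme fragment complementation signal reports receptor beta-arrestin coupling in cells; 0% = agonist plus DMSO wells and 100% = wells without agonist; some results beyond the cut were filed as inactive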
APJ ag: activates the human apelin receptor APJ; P35414; CHO-K1 APJ PathHunter beta-arrestin, luminescence; 0% DMSO wells, 100% apelin; activation, % at 20 µM; actives 0.11% (n = 330,000); AID 2520;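 active means activation more than six SD over the plate average, tested at 20 µM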;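 further: 0% = DMSO alone and 100% = apelin-13 at 10 nM; some results filed as inactive read as strong as hits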
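system = engineered CHO-K1 APJ arrestin reporter cells | input = 1000 cells per well | timing = overnight seeding, 90 min compound at 25 °C, 1 h detection | measured by = enzyme-fragment complementation luminescence | read-out = beta-arrestin recruitment to APJ as agonist activity, luminescent signal | control set = negative DMSO alone, positive Apelin-13 at 10 nM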
* hit, by the source's call; x = not tested or not shown.

molecule	CXCR6 inh	CHOP UPR activ	EBI2 antag	UPR XBP1 act	tim23-1 inh	CCR6 antagonist	Mdm2-MdmX inh	APJ antag	APJ ag
CCOc1cc(OCC)cc(C(=O)NCCCN2CCOCC2)c1	-1	-0.8	3	2	-6	-8	8	-8	1
CC1CCC2(CC1)NC(=O)N(CC(=O)Nc1cccc(S(=O)(=O)N3CCCCC3)c1)C2=O (stereo unspecified)	-6	-0.8	12	3	0	13	13	-9	-1
Cc1ccc(S(=O)(=O)N(C)C)cc1NC(=O)CCCNC(=O)c1ccc(Cl)cc1	-1	2.3	-2	-3	9	0	-7	4	-4
Cc1ccc2nc3ccc(N4CCN(C)CC4)nn3c(=O)c2c1	-6	-1.5	0	-3	8	5	-59	2	-4
Nc1ccc(NS(=O)(=O)c2ccccc2)cc1	3	-2.6	-5	0	16	11	7	-3	0
Cc1ccn2c(=O)nc(SCC(=O)NCc3ccc(F)cc3)nc2c1	-3	-1.0	-2	-1	-6	4	17	-11	-1
O=C(Nc1ccc([N+](=O)[O-])cc1)c1cccc(S(=O)(=O)Nc2cccnc2)c1	8	-1.6	-5	-2	-9	7	15	-17	-2
COC(=O)C1=C(C)N(c2ccc(OC)c(OC)c2)C(=O)C1	2	-0.4	4	-4	1	5	17	1	-3
CC(=O)n1cc(/C=N/NC(=O)c2ccc(Cl)cc2)c2ccccc21	-6	1.2	4	-1	17	1	1	-17	-3
OCCCNc1nc(-c2ccccc2)c2cc(Br)ccc2n1	-10	-1.3	-7	20	32	26	19	-10	-3

The results go on:
molecule	CXCR6 inh	CHOP UPR activ	EBI2 antag	UPR XBP1 act	tim23-1 inh	CCR6 antagonist	Mdm2-MdmX inh	APJ antag	APJ ag
CCCn1c(CN2CCN(C(=O)OCC)CC2)nc2cc([N+](=O)[O-])ccc21	-2	0.2	6	-6	38	15	7	-4	-3
COc1ccc(NC(=O)CSc2nnc(-c3ccc(F)cc3)o2)cn1	5	1.3	-21	-1	5	8	-23	-6	-2
Cc1cc(C)cc(NC(=O)N2CCN(Cc3ccc4c(c3)OCO4)CC2)c1	-2	-3.0	-2	2	6	2	8	-3	2
O=C(Nc1c(C(=O)c2ccccc2)oc2ccccc12)c1cc(-c2ccccc2O)n[nH]1	6	-0.6	19	23	16	-18	38	-25	-1
COc1cc(CCC(=O)NCc2ccc3c(c2)OCO3)cc(OC)c1OC	2	1.8	1	0	5	9	10	-8	-2
COc1ccc(C(=O)NC(C)c2ccccc2)cc1Br (stereo unspecified)	-1	-1.8	12	-5	15	-1	0	0	1
CCCn1c(N)c(N2CCCCC2)c(=O)n(CC(=O)Nc2cccc(S(=O)(=O)N(C)C)c2)c1=O	15	-0.1	1	-3	-9	14	27	13	-1
CSCCC(NC(=O)c1ccccc1Br)C(=O)NCc1ccc(F)cc1 (stereo unspecified)	13	2.8	-8	0	9	7	-7	-13	0
CC(CNC(=O)c1ccccc1Cl)c1ccccc1 (stereo unspecified)	0	4.4	-5	-2	-6	-5	-38	17	-4
C=CCN1C(=O)c2ccc(C(=O)N(CC)CC(=O)Nc3c(F)cccc3F)cc2C1=O	3	1.0	-6	-3	-2	2	17	16	-7

Next records.
molecule	CXCR6 inh	CHOP UPR activ	EBI2 antag	UPR XBP1 act	tim23-1 inh	CCR6 antagonist	Mdm2-MdmX inh	APJ antag	APJ ag
CCOCCCNC(=O)c1cc(C)nn1-c1ccccc1	-5	2.6	-4	1	7	6	7	15	-1
CCCNC(=O)N1CCCC(C(N)=O)C1 (stereo unspecified)	3	-0.5	-8	-2	10	-5	-8	18	-3
CCOC(=O)c1c(NC(=S)NC(C)=O)sc(C)c1C	6	-1.5	5	-2	23	11	-25	-13	-1
CC(CC(=O)N1CCN(C(=O)c2ccccc2)CC1)c1ccccc1 (stereo unspecified)	-4	0.0	-8	0	13	3	-15	-2	0
Cc1nonc1NC(=O)OCCN1CCOC1=O	-8	0.7	3	-1	10	-6	6	-6	-4
CC1Cc2ccccc2N1CC(=O)N(C)c1c(N)n(Cc2ccccc2)c(=O)[nH]c1=O (stereo unspecified)	7	2.2	-4	-1	12	1	-2	11	-3
CC(=O)c1c(C)n(C)c2ccc(O)cc12	2	-6.1	-12	-2	-4	-6	32	-1	-3
Cc1ccccc1N(CC(=O)NCc1ccccc1)C(=O)CCC(=O)Nc1nccs1	3	-0.7	0	-3	12	11	7	-20	0
O=C(Cc1ccccc1Cl)Nc1cccnc1	-8	-2.1	-7	1	13	5	5	8	-2
COc1cc(/C=C2/CCCC(C(=O)C(F)(F)F)=C2O)ccc1O	5	0.2	-5	-1	13	22	7	5	-2

Next section
molecule	CXCR6 inh	CHOP UPR activ	EBI2 antag	UPR XBP1 act	tim23-1 inh	CCR6 antagonist	Mdm2-MdmX inh	APJ antag	APJ ag
COc1cccc(N2CCN(C(=O)c3ccc(Cl)c(NC4=NC5CS(=O)(=O)CC5S4)c3)CC2)c1 (stereo unspecified)	4	0.8	7	-6	0	3	25	8	0
Oc1ccccc1CN1CCN(C(c2ccccc2)c2ccccc2)CC1	-15	1.6	10	1	18	14	19	15	-4
O=C(Nc1ncn[nH]1)c1ccc(Cl)c(Cl)c1	4	3.2	-4	4	21	-3	-5	18	0
COc1ccc(OC)c(NC(=O)c2cc(-c3cc(Cl)ccc3O)n[nH]2)c1	-2	4.3	18	13	14	5	88*	-2	18
COC(=O)CCC(=O)Nc1ccc(NC(=O)CCC(=O)OC)cc1	12	0.4	-19	-3	12	0	28	16	-2
Cc1cc([N+](=O)[O-])ccc1NC(=O)CSc1nnc(C)n1C	0	-1.8	-5	-4	8	10	18	-19	-1
O=C(NCC(=O)N1CCCCC1)c1sc2ccccc2c1Cl	-4	2.4	2	0	21	-4	-122	-4	-3
O=C(NNS(=O)(=O)c1ccc(Cl)cc1)c1cc(-c2ccccc2)n[nH]1	-5	3.9	-3	-2	1	3	31	-23	0
Cn1c(CC(=O)Nc2ccccc2F)nnc1SCC(=O)Nc1ccccc1Br	0	2.4	-9	5	10	16	-12	-11	-2
C/C(=C\c1ccccc1)C(=O)N1CCN(c2cccc(C(F)(F)F)c2)CC1	-5	7.8	4	0	23	23	-5	12	1

Additional structures.
molecule	CXCR6 inh	CHOP UPR activ	EBI2 antag	UPR XBP1 act	tim23-1 inh	CCR6 antagonist	Mdm2-MdmX inh	APJ antag	APJ ag
COc1ccc(/C=C/C(=O)OCC(=O)NCCC2=CCCCC2)cc1OC	6	0.3	8	-2	32	15	-22	3	-1
Nc1c(N(CCC2=CCCCC2)C(=O)CCCOc2ccccc2)c(=O)[nH]c(=O)n1Cc1ccccc1	21	0.9	6	-2	9	9	38	-2	-4
COc1cccc(N2CC(C(=O)Nc3nnc(SCC(=O)Nc4ccc(NC(C)=O)cc4)s3)CC2=O)c1 (stereo unspecified)	-7	-0.6	-11	-2	12	-5	5	9	4
CC1CCN(CC(=O)Nc2cccc(C(=O)Nc3cccc(C(F)(F)F)c3)c2)CC1	-12	-0.7	11	-1	13	-2	26	7	0
C[C@H](CO)N1C[C@H](C)[C@@H](CN(C)C(=O)Nc2ccc3c(c2)OCO3)Oc2ccc(NC(=O)Nc3ccc(C(F)(F)F)cc3)cc2C1=O	-1	-0.5	2	-3	14	9	-15	0	0
CC(=O)c1cccc(CN2CCc3ccc(NC(=O)C4CCCO4)cc3C2)c1 (stereo unspecified)	-2	2.0	-2	-1	9	10	2	11	1
Cc1cc(C)nc(N/N=C/c2cc3c(cc2[N+](=O)[O-])OCO3)n1	0	-1.7	-2	-1	-6	5	7	4	-3
CCOC(=O)C1(Cc2ccccc2C)CCCN(C(=O)c2ccccn2)C1 (stereo unspecified)	-6	2.9	-1	-2	18	-1	1	-1	0
CC(NC(=O)Cn1nnc(-c2ccncc2)n1)c1ccccc1 (stereo unspecified)	x	0.7	x	-2	3	x	10	-1	-6
CC1CCN(C(=O)COC(=O)c2cc(=O)[nH]c3ccccc23)CC1	-2	2.7	1	-1	1	-2	-11	-35	-3

Next part:
molecule	CXCR6 inh	CHOP UPR activ	EBI2 antag	UPR XBP1 act	tim23-1 inh	CCR6 antagonist	Mdm2-MdmX inh	APJ antag	APJ ag
O=C(COC(=O)c1cc[n+]([O-])cc1)NCC12CC3CC(CC(C3)C1)C2	6	-3.0	-3	0	11	6	17	17	-2
COc1ccccc1C1=NOC(COC(=O)c2ccc3ccccc3n2)C1 (stereo unspecified)	3	-1.0	-3	0	36	2	19	9	-4
Cc1ccc(C(=O)n2cnnc2N)cc1	-4	-2.1	-28	3	6	-1	3	0	-3
CCOC(=O)C1=C(C)NC(C)=C(C(=O)OCC)C1C(=O)OCC(=O)NC(C)c1ccccc1 (stereo unspecified)	6	1.9	4	-4	21	7	10	26	7
CCNC(=O)CC1S/C(=N/N=C(\C)c2ccccc2)NC1=O (stereo unspecified)	1	-0.4	2	1	10	-2	-19	9	-2
COc1ccc(/C=C2\SC(N3CCc4ccccc4C3)=NC2=O)cc1OC	3	1.5	12	6	37	2	18	9	-2
CC1CN(C(=O)c2ccccc2Oc2ccccc2)CC(C)O1 (stereo unspecified)	6	-1.6	8	2	12	-3	-8	9	-2
COC(C(=O)N/N=C(\C)c1ccc(O)cc1)c1ccccc1 (stereo unspecified)	-5	1.0	-1	-2	-4	-2	-18	-5	-1
COCCOc1cc(-n2ccnc2SC)c(Cl)cc1Cl	2	-1.6	-1	1	25	29	7	2	1

Part of the list above in another layout:
Results follow in this order: CXCR6 inh, CHOP UPR activ, EBI2 antag, UPR XBP1 act, tim23-1 inh, CCR6 antagonist, Mdm2-MdmX inh, APJ antag, APJ ag
COc1ccc(/C=C2\SC(N3CCc4ccccc4C3)=NC2=O)cc1OC
 : 3, 1.5, 12, 6, 37, 2, 18, 9, -2
CC1CN(C(=O)c2ccccc2Oc2ccccc2)CC(C)O1 (stereo unspecified)
 : 6, -1.6, 8, 2, 12, -3, -8, 9, -2

An excerpt; rates above refer to the full screens.
